Source: PubChem (National Center for Advancing Translational Sciences (NCATS))
GAA inh = inhibitors of human lysosomal alpha-glucosidase; Potency, µM (doses to about 76.9 µM), for inactives: at the top dose activity change, negative = inhibition, usual class: inhibitors; purified human GAA, 4-MU-alpha-glucoside fluorescence; AID 1466; actives 0.005% (n = 200,000); P10253;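 further: plate controls were uninhibited enzyme wells for no effect and no-enzyme background for full effect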
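Fluorescence at Ex 365/Em 440 nm from 4-methylumbelliferone reported enzyme activity after 20 min at room temperature. Reactions used 4 nM enzyme and 400 uM substrate at pH 5.0; curves fitted with the Hill equation.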
RGS12 GoLoco inh = inhibitors of human Gai1-RGS12 GoLoco interaction (red fluorophore). Gai1:RGS12 GoLoco peptide FP, rhodamine, 10 min. Potency, µM (highest dose often 61.6 µM), without a hit: at the highest dose activity, negative = inhibition, usual class: inhibitors. actives 0.44% (n = 230,000); active means well fitted inhibition curve with a large enough effect, not every such curve was filed as active; inactive means no such curve, though single readings can be large or run the other way; further: on the % scale 0 is the no-effect control and ±100 the full control effect; nearly all actives have a fitted effect of over 30% in size; many of its hits are not listed in these tables
Target sequence (P63096 whole entry, looked up): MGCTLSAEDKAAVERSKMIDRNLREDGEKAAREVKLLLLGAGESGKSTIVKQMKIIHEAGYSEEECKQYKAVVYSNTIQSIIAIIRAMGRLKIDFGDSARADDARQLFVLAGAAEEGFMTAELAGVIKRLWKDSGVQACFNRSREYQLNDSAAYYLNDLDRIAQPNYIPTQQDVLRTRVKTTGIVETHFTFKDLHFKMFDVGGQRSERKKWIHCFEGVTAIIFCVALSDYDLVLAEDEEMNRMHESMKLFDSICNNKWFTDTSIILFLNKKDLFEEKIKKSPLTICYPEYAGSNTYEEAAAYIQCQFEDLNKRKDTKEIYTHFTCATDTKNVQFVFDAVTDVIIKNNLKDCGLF
GLA spleen mod = inhibitors or activators of human alpha-galactosidase in spleen homogenate | actives 0.008% (n = 240,000) | human spleen homogenate, 4MU-alpha-Gal fluorescence, 40 min | Potency, µM (titrated, usually from 80 µM), without a hit: top-dose activity change, negative = inhibition, most hits filed as inhibitors | P06280;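 further: 0% = enzyme with vehicle and -100% = no enzyme basal signal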
Target sequence (P06280 32-429 limits assumed): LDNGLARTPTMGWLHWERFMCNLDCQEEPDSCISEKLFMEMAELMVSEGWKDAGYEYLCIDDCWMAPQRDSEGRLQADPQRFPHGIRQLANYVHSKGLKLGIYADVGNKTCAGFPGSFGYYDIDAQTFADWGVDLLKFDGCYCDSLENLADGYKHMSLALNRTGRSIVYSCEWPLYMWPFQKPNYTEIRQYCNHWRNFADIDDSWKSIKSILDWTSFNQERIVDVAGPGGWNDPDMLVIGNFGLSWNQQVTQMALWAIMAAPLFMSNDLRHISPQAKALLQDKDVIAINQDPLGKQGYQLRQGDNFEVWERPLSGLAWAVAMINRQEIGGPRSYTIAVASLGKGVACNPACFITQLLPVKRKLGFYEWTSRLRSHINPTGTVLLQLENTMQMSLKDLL
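Spleen homogenate 1 ug + cpd (titration) + 4-MU-alpha-D-galactopyranoside 1 mM; 37C 40 min; 50 mM citrate/phosphate pH 5.0, 0.01% Tween-20; stop pH 10; fluorescence 365/440; AC50 via Hill.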
GAA glycogen mod = GAA glycogen-cleavage inhibition or activation; P10253; recombinant GAA, glycogen substrate, Amplex Red glucose oxidase fluorescence; Potency, µM (doses to about 76.4 µM), for inactives: at the highest dose activity change, negative = inhibition, most hits filed as inhibitors; actives 0.38% (n = 300,000); AID 2100;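 further: 0% = full enzyme reaction and -100% = no-enzyme basal signal; the screen sought inhibitors and activators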
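Recombinant human alpha-glucosidase (4 nM final) hydrolysed bovine liver glycogen (30 ug) for 40 min at 37 C in pH 5.0 citrate/phosphate with 0.01% Tween-20. Released glucose detected by glucose oxidase/Amplex Red, Ex 573/Em 610 nm. Compounds up to 77 uM; AC50 from Hill fits.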
JMJD2E inh = blocks human JMJD2E demethylase activity | B2RXH2 | JMJD2E catalytic domain, FDH-coupled NADH fluorescence (FDH is formaldehyde dehydrogenase) | Potency, µM (titrated, usually from 57.1 µM), for the others: top-dose activity change, negative = inhibition, usual class: inhibitors | actives 1.6% (n = 230,000) | AID 2147; active means well fitted inhibition curve with a large enough effect, not every such curve was filed as active; inconclusive means small, poorly fitted or top-dose-only effect, or another doubt; inactive means no such curve, though single readings can be large or run the other way;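 further: 0% = wells with enzyme and -100% = buffer wells without enzyme; nearly all actives have a fitted effect of over 50% in size; many of its hits are not listed in these tables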
Target sequence (B2RXH2 1-337 limits assumed): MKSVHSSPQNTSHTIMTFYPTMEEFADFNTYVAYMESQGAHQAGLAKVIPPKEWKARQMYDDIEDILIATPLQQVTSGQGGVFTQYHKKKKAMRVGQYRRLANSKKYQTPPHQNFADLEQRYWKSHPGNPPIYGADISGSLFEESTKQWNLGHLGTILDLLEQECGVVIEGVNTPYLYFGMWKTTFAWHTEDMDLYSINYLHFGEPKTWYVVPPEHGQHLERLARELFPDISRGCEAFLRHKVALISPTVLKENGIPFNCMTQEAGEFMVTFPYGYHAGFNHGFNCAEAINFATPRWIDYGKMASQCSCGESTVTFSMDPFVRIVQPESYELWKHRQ
SMN2 splice enh = SMN2 splice variant enhancement; HEK293 SMN2-luciferase splicing reporter, luminescence, 30-36 h; Potency, µM (doses to about 46.1 µM), for the others: at the top dose activity change, positive = activation, most hits filed as activators; actives 2.8% (n = 210,000); AID 1458; further: % of control where 0% means no effect; nearly all actives have a fitted effect of over 55% in size
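HEK293 cells carry an SMN2 minigene-luciferase reporter in which exon 7 inclusion puts luciferase in frame. Cells were seeded at 2000 cells/well, attached for 10-12 hours, then exposed to compounds for 30-36 hours at 37C before ONE-Glo luminescence.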
ALDH1A1 block = ALDH1A1 (human) enzyme inhibition. P00352. Purified ALDH1A1, NADH fluorescence, propionaldehyde substrate. Potency, µM (highest dose often 75.3 µM), inactives show top-dose activity, negative = inhibition, usual class: inhibitors. actives 7.3% (n = 220,000). AID 1030; active means well fitted inhibition curve with a large enough effect, not every such curve was filed as active; inconclusive means small, poorly fitted or top-dose-only effect, or another doubt; inactive means no such curve, though single readings can be large or run the other way;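 further: plate controls were no enzyme wells and a reference inhibitor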
aGlu spleen mod = inhibits or activates alpha-glucosidase in human spleen homogenate | actives 0.006% (n = 240,000) | AID 2112 | human spleen homogenate, 4-MU-alpha-glucoside fluorescence | Potency, µM (series often up to 79.9 µM), for the others: at the highest dose activity change, negative = inhibition, actives largely listed as inhibitors | P10253;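 further: 0% = enzyme with vehicle and -100% = no enzyme basal signal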
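AC50 values come from Hill-equation fits of concentration-response data, normalized to no-enzyme and full-activity controls. Enzyme source: 1 ug human spleen homogenate; 1 mM fluorogenic 4-MU glucoside, pH 5.0 citrate buffer, 37 C, 40 min.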
* marks the source's active call; other numbers are inactive results; u = inconclusive; x = no result given; [ ] = dose if it differs, or a comment. Unless noted, the call rests on the fitted dose curve; in most records, active means well fitted curve in the direction sought with a large enough effect; inconclusive means small, poorly fitted or top-dose-only effect, or another doubt; inactive means no such curve, though single readings can be large; an effect the other way counts as inactive or inconclusive. Potency means the concentration at half of the fitted maximal effect.

SMILES | GAA inh | RGS12 GoLoco inh | GLA spleen mod | GAA glycogen mod | JMJD2E inh | SMN2 splice enh | ALDH1A1 block | aGlu spleen mod
CC1(C)CC(NC(=O)COc2ccccc2Cl)CC(C)(C)N1 | 7% | -1% | 4% | -10% | -2% | -4% | -1% | -8%
Cn1cc(/C=C2\SC(=O)N(c3ccccc3)C2=O)c2ccccc21 | -4% | -8% | 1% | -7% | -8% | u | 16% | 3%
Cc1cc(C)nc(NS(=O)(=O)c2ccc(NC(=O)c3cc(-c4ccccc4)nc4ccccc34)cc2)n1 | -1% | 14% | -4% | -1% | u | 9% | u | 6%
C/C(=N\N1CCN(C2c3ccccc3-c3ccccc32)CC1)c1ccncc1 | u | 7% | -12% | 28µM* | 1% | -2% | -4% | 5%
COc1ccc(C(=O)NCC(=O)N2CCc3ccccc3C2)cc1 | -3% | -2% | 6% | 10% | -7% | 3% | u | -3%
COc1ccccc1CN1CC2(CCN(S(C)(=O)=O)CC2)C1 | x | -2% | -14% | x | x | -4% | 3% | 2%
Nc1nnc(-c2ccc(Cl)c([N+](=O)[O-])c2)s1 | -1% | 4% | -2% | 1% | 13% | 3% | 28µM* | -2%
CCOc1ccc(C(=S)NC2CCCCC2)cc1 | -6% | -9% | 6% | 4% | 5% | 3% | 8.9µM* | -16%
CC(Oc1cccc(Cl)c1)C(=O)Nc1cc(=O)n(C)c(=O)n1C (stereo unspecified) | -2% | 4% | 3% | -1% | 15% | -16% | 20% | 0%
CC(NCC(O)COCc1ccc(Cl)cc1)c1ccccc1 (stereo unspecified) | 3% | -2% | -1% | 2% | 7% | -28% | 9% | 4%
CCCCCCc1c(O)nc(SCCN(C)C)[nH]c1=O | x | 7% | -1% | 7% | 2% | x | x | -10%
CCOc1cccc(C2NC(=S)NC(C)=C2C(=O)Nc2ccccc2)c1 (stereo unspecified) | 7% | 6% | 1% | 8% | 1% | 8% | 2.2µM* | -4%
COc1cc(/C=C\C(=O)NCc2ccc3[nH]c(C)cc3c2)cc(OC)c1OC | -4%[15.4 µM] | 10% | -14% | -2% | u | -13% | u | -11%
S=C(NCC1COc2ccccc2O1)Nc1ccccc1 (stereo unspecified) | 5% | 15% | 2% | -1% | -1% | 13% | -9% | -2%
COc1cc(/C=N/NC(=O)c2ccc(CSc3nc4ccccc4[nH]3)cc2)cc(OC)c1OC | 3% | 6% | 0% | -2% | -5% | u | u | -2%
CN(C(=O)CSc1nnc(-c2ccncc2)n1C)C1CCS(=O)(=O)C1 (stereo unspecified) | 2% | 0% | -6% | 8% | 4% | 6% | -1% | -2%
CCOC(=O)c1ccc(NC(=O)N2CCN(C(=O)c3ccco3)CC2)cc1 | u | -9% | 10% | -10% | -2% | 5% | -8% | 8%
COc1ccc(N=C2SC(CC(=O)Nc3ccccc3)C(=O)N2Cc2ccccn2)cc1 (stereo unspecified) | -6% | 94%[activator] | -24% | -21% | -6% | -19% | 2.2µM* | -15%
COc1ccc(/C=N/NC(=O)c2cnccn2)cc1O | 3% | -2% | -1% | -7% | -5% | 13% | -11% | -10%
O=C(O)CCn1c(SCc2cccc3ccccc23)nc2ccccc21 | 5% | 7% | -1% | -2% | 4% | -16% | 6% | -2%
NS(=O)(=O)c1ccc(NC(=O)CSc2ccc3ccccc3n2)cc1 | -1% | -4% | 5% | -10% | -1% | -17% | 14% | 2%
CC(=O)c1cccc(NC(=O)/C(=C\c2ccco2)NC(=O)c2cccs2)c1 | 3% | 4% | 6% | -4% | -5% | -1% | -13% | -1%
c1ccc(CCN2CN=C(Nc3nc4ccccc4o3)NC2)cc1 | -2% | -4% | 9% | 5% | -6% | u | 4% | 8%
CCOc1ccc(NC(=O)c2ccc(NC(=O)c3ccc(CN4CCOCC4)cc3)cc2)cc1 | x | 5% | 0% | -8% | 1% | x | x | 3%

3 records drawn at random from the list so far:
SMILES | GAA inh | RGS12 GoLoco inh | GLA spleen mod | GAA glycogen mod | JMJD2E inh | SMN2 splice enh | ALDH1A1 block | aGlu spleen mod
COc1cc(/C=C\C(=O)NCc2ccc3[nH]c(C)cc3c2)cc(OC)c1OC | -4%[15.4 µM] | 10% | -14% | -2% | u | -13% | u | -11%
CCOC(=O)c1ccc(NC(=O)N2CCN(C(=O)c3ccco3)CC2)cc1 | u | -9% | 10% | -10% | -2% | 5% | -8% | 8%
Cn1cc(/C=C2\SC(=O)N(c3ccccc3)C2=O)c2ccccc21 | -4% | -8% | 1% | -7% | -8% | u | 16% | 3%

Continued:
SMILES | GAA inh | RGS12 GoLoco inh | GLA spleen mod | GAA glycogen mod | JMJD2E inh | SMN2 splice enh | ALDH1A1 block | aGlu spleen mod
CCC(=O)NC(=S)Nc1ccc(N2CCOCC2)cc1 | 6% | 1% | -1% | 17% | -7% | 12% | -9% | -2%
COc1ccc(CNC(=O)C2(C)Cc3ccccc3C(=O)O2)cc1 (stereo unspecified) | 4% | -2% | 10% | -12% | -5% | 1% | 12% | -2%
COc1cc(C(=O)NCC(=O)OCn2nnc3ccccc3c2=O)cc(OC)c1OC | -2% | 0% | 7% | 3% | 27% | 6% | 1% | 2%
COCCN(C(=O)Cc1cccs1)C(C(=O)NCc1ccc(OC)cc1)c1ccc(OC)cc1 (stereo unspecified) | -16% | -15% | 2% | -1% | -8% | 7% | 2.2µM* | 4%
CCOC(=O)Cc1csc(SCC(=O)Nc2cc(C)ccc2OC)n1 | 1% | 4% | 6% | 2% | 4% | -5% | 1% | 6%
Cc1ccc(C(=O)CSc2nnc3ccccn23)c(C)c1 | 7% | -5% | 4% | -9% | 22% | 10µM* | 0% | 0%
OCCN(Cc1nc(-c2ccc3c(c2)OCO3)no1)Cc1cccs1 | -6%[15.4 µM] | 13% | -4% | -6% | 3% | x | u | -4%
COC(=O)c1c(NC(=O)c2c(Cl)cnn2C)sc(C)c1C | u | 20% | -2% | 16% | u | x | u | 4%
COc1cccc(/C=C(/C(=O)OCC(=O)NC2CCCC(C)C2C)c2ccccc2)c1 (stereo unspecified) | 0% | 0% | -6% | -7% | 2% | -35%[inhibitor] | u | -4%
C=CCSc1nnc2c(n1)OC=Nc1ccccc1-2 | -3% | 12% | -3% | 3% | -1% | 29% | -3% | -3%
Cc1cc(C(=O)CN2C(=O)NC3(CCC(C)CC3)C2=O)c(C)n1C (stereo unspecified) | 5% | 10% | -2% | -13% | 8% | -5% | 0% | -10%
CCN1CCc2c(sc(N)c2C#N)C1 | -3% | 64%[activator] | 20% | u | u | -9% | u | 3%
Cc1ccc(CS(=O)(=O)CCC(=O)NCCCN2CCCC2=O)cc1 | -2% | -12% | 9% | 6% | 7% | 1% | 5% | -1%
CCOC(=O)CSC1=C(C#N)C(c2ccc(C)s2)CC(=O)N1 (stereo unspecified) | -1%[15.4 µM] | 2% | -5% | 10% | 0% | -40%[inhibitor] | 10% | -3%
Cc1ccc(NC(=O)c2cc(=O)c3ccccc3o2)c(C)c1 | 3% | -2% | 5% | 3% | 8% | 35% | 2% | 1%
Cc1cccc(Nc2c([N+](=O)[O-])c(=O)n(C)c3ccccc23)c1 | 0% | 18% | -4% | 10% | 16% | -11%[1.84 µM] | 4% | -9%
C=CCN(CC=C)C(=S)NC(=O)c1ccc([N+](=O)[O-])cc1 | -5% | -13% | -2% | -3% | u | -10%[1.84 µM] | u | -3%
CCOCC(=O)N1CCN(c2ccc(F)cc2)CC1 | 1% | -6% | -7% | -11% | 0% | -13% | 2.2µM* | -5%
Clc1ccc(OCc2nnc(-c3ccccc3Br)o2)c(Cl)c1 | -11% | -6% | 4% | 3% | 9% | u | -7% | -4%
COc1ccc2c(CC(=O)Nc3ccccc3OC)coc2c1 | 0% | 50%[activator] | 6% | -6% | 5% | x | u | 3%
Cc1oc(-c2ccc(Cl)cc2)nc1CN1CCCC(C(=O)NCc2ccccn2)C1 (stereo unspecified) | 0% | -3% | 10% | 3% | -3% | -12% | -4% | 2%
COc1cc(CN2CCC(C(=O)N3CCC(C)CC3)CC2)cc(Br)c1O | 1% | 1% | -11% | -5% | u | 2% | u | 1%
COc1cc(C(=S)N2CCOCC2)cc(OC)c1OC(=O)c1cc([N+](=O)[O-])cc([N+](=O)[O-])c1 | -4% | 1% | 4% | -8% | -6% | -5% | u | -12%
O=C(COc1ccc(Cl)cc1)NCc1nnc(SCC(=O)N2CCCCCC2)o1 | -7% | 3% | -1% | 9% | 8% | -34%[inhibitor] | -1% | -3%
CC(CN1CCOCC1)OC(=O)c1ccccc1 (stereo unspecified) | 1%[15.4 µM] | 2% | -6% | 6% | -3% | x | 13% | -1%
COc1ccc(/C=N/NC(=O)c2ccco2)cc1OCc1ccccc1 | x | -6% | 2% | -2% | u | x | x | -3%
Cc1ccnc2nc(C(=O)OCCOc3cccc(Br)c3)nn12 | -10% | 14% | -6% | 3% | 2% | -4% | 20% | -16%
O=C(Nc1ccno1)Nc1ccc(Cl)cc1Cl | 4%[15.4 µM] | 5% | 5% | 2% | 10% | x | 3% | -3%
O=C(Cn1c2ccccc2c(=O)c2cc([N+](=O)[O-])ccc21)Nc1ccccc1Cl | 3% | 11% | 7% | -4% | 1% | -5% | x | -1%
CC(C)(C)C(=O)Nc1ccc(-c2csnn2)cc1 | -2% | 2% | 14% | -1% | 0% | x | 5% | 0%
O=C(CSc1nnc(CNc2ccc(F)cc2)n1Cc1ccccc1)NCc1ccccc1 | 6% | 3% | -14% | -4% | 1% | -2% | 4% | -8%
CC(C)[C@H](CN(N=O)[C@@H](Cc1ccccc1)CN(C)N=O)N(CCc1ccccc1)N=O | x | 3% | -11% | 2% | 3% | x | -4% | -7%
Cc1cc(OCCn2cnc3ccccc3c2=O)cc(C(C)C)c1 | u | -3% | 7% | -8% | 7% | -27% | -4% | -5%
CCCS(=O)(=O)Nc1ccc(-c2ccc3nnc(C)n3n2)cc1 | -1% | -12% | 0% | 2% | u | 23% | -10% | -2%
CC(NS(=O)(=O)c1ccc(Br)cc1)C(=O)NCc1ccc2c(c1)OCO2 (stereo unspecified) | 1% | 12% | 3% | -12% | 1% | -5% | -4% | 2%

An excerpt; the hit share may differ from the screen's.
